# Screens as filed in PubChem BioAssay.
# MCL1 BIM primary: disrupts human MCL1 binding to BIM-BH3 peptide. AID 2057. inhibition, % at 10.9 µM. Q07820. GST-MCL1 / FITC-Bim-BH3 fluorescence polarization. actives 0.68% (n = 320,000);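 active means inhibition above the mean inhibition of all tested compounds plus 3 SD, set per campaign, cut at about 40% in these data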;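 further: 0% = DMSO wells and 100% = unlabeled Bim-BH3 peptide control; higher means more loss of mP so more displacement of Bim peptide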
# Target sequence (Q07820 whole entry, looked up): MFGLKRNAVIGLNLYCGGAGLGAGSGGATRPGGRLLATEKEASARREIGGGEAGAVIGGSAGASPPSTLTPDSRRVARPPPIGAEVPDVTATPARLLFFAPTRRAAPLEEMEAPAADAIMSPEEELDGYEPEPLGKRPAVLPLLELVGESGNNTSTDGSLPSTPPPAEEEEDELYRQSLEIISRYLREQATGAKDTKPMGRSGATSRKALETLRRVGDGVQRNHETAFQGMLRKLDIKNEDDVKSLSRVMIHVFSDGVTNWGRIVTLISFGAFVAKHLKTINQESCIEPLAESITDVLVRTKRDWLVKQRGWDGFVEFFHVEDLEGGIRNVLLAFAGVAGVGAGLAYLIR
# GLD-1 RNA inh: GLD-1-TGE RNA interaction inhibition (C. elegans) | Q17339 | purified GLD-1 + fluorescein TGE RNA, fluorescence polarization | inhibition, % at 5.96 µM | actives 0.44% (n = 320,000);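 active means percent inhibition above a per-plate cutoff, the plate mean of test compounds plus 3 SD, cut at about 30% in these data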;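 further: 0% = DMSO wells with GLD-1 and probe and 100% = wells lacking GLD-1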
# Target sequence (Q17339 whole entry, looked up): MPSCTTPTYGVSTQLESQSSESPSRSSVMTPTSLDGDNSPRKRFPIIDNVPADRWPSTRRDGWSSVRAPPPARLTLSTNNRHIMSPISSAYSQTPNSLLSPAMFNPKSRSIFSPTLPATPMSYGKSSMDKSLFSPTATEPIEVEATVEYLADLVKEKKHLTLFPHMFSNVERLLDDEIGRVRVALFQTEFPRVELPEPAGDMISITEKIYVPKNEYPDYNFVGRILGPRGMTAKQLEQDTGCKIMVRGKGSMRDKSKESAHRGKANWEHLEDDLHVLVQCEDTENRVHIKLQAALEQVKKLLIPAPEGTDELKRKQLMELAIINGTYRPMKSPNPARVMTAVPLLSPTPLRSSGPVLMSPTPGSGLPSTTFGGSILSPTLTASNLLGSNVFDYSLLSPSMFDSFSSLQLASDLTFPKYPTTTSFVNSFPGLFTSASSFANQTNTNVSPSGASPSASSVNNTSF
# CIT2 TOR yeast: alters CIT2-GFP fluorescence in TOR pathway yeast screen. S. cerevisiae CIT2-GFP strain, flow cytometry, 3 h; 100 means same as DMSO wells. GFP response vs DMSO, % at 10 µM. AID 2029. actives 0.065% (n = 320,000);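 active means GFP response relative to DMSO above a set limit, near the screen mean plus 3 SD, cut at about 150% in these data; inconclusive means Fewer than 70 cells measured for a yeast strain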;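 further: ratio of well median GFP fluorescence to mean of DMSO wells on the plate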
# Bcl-xL primary: blocks human Bcl-xL binding to Bim BH3 peptide; Q07817; GST-Bcl-xL / FITC-Bim BH3 peptide fluorescence polarization; inhibition, % at 10.9 µM; actives 0.7% (n = 320,000); AID 2129;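 active means inhibition above the mean of all tested compounds plus 3 SD, cutoff set per campaign, cut at about 30% in these data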;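 further: 0% = DMSO wells and 100% = unlabeled Bim-BH3 peptide competitor; inhibitors lower millipolarization by displacing the labeled peptide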
# Target sequence (Q07817 whole entry, looked up): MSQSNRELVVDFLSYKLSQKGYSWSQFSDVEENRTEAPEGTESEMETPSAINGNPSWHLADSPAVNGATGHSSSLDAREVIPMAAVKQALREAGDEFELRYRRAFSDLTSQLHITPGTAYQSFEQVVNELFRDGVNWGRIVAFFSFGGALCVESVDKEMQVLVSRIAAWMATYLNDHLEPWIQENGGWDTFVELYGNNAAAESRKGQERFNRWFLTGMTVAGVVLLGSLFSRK
# MEX-5 binding: C. elegans MEX-5 TCR-2 RNA binding activity; Q9XUB2; MEX-5/FITC-TCR2 RNA binding, fluorescence polarization; hits give low values; activity score (negative = inhibition of binding), % at 10 µM; actives 0.38% (n = 300,000); AID 1832;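 active means inhibition past about -25% in most replicates, and total fluorescence under double the plate's negative control median, limit read from the data; inconclusive means replicates evenly split on the limit, or fluorescence at least double controls; inactive means too little inhibition in most replicates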;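 further: 0% = DMSO and -100% = 5 µM competing unlabeled TCR2 RNA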
# AGP1 TOR yeast: alters AGP1-GFP fluorescence in TOR pathway yeast screen; S. cerevisiae AGP1-GFP multiplex flow cytometry, 3 h; GFP as percent of DMSO wells; actives 0.02% (n = 320,000); AID 2066; GFP response vs DMSO, % at 10 µM;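 active means GFP response relative to DMSO above a set limit, near screen average plus 3 SD, cut at about 150% in these data; inconclusive means fewer than 70 cells counted for the yeast strain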;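 further: median GFP channel fluorescence of the gated AGP1 strain per well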
# VLA-4 inh: inhibition in a human VLA-4 binding assay; inhibition, % (about 7 µM as worked out from the volumes in the protocol); AID 2557; actives 0.2% (n = 330,000); VLA-4 expressing cells, ligand binding flow cytometry; P13612; in the data active means inhibition above about 50%
# GRK2 aptamer HTS: inhibitors of human GRK2 displacing RNA aptamer; actives 0.59% (n = 330,000); bead flow cytometry, FAM-aptamer displacement from GRK2; inhibition of aptamer binding, % at 10 µM;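 active means inhibition of aptamer binding above 40%, roughly 3 SD of noise, on plates passing a quality check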;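 further: median bead fluorescence of bound FAM aptamer so fluorescent compounds give negative values; no value below 0 was filed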
# Fam108B counter: counter-screen for RBBP9 inhibitors: inhibitors of mouse Fam108B; inhibition, % at 9.51 µM; recombinant Fam108B, FP-Rh probe fluorescence polarization; actives 0.33% (n = 300,000);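 active means inhibition above the screen mean inhibition plus 3 SD, computed separately per campaign, cut at about 18% in these data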;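 further: inhibitors lower polarization as less probe binds the enzyme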
# Starred values were filed as active, the others as inactive; ? = inconclusive; nt = no result given.
SMILES,MCL1 BIM primary,GLD-1 RNA inh,CIT2 TOR yeast,Bcl-xL primary,MEX-5 binding,AGP1 TOR yeast,VLA-4 inh,GRK2 aptamer HTS,Fam108B counter
Cc1ccccc1SCC(=O)NCC(c1ccc(F)cc1)N1CCOCC1 (centres undefined),nt,5,92,nt,nt,103,-4,45*,nt
Cc1cc(Oc2ccccc2)nc(-c2ccccc2O)n1,0,2,103,-1,0.5,103,3,8,1
COc1ccccc1N(CC(=O)NCc1ccco1)S(=O)(=O)c1ccc(C)cc1,47*,-1,96,11,-1.8,98,-6,46*,1
CCOC(=O)C1CCN(C(=O)Nc2ccc(OCc3ccccc3)cc2)CC1,8,-5,103,3,-2.4,106,-12,1,4
CCCc1cc(=O)[nH]c(SCC(=O)N2CCc3cc(OC)c(OC)cc3C2)n1,8,0,102,4,nt,103,8,1,nt
O=C(COC(=O)/C=C/c1cccc(C(F)(F)F)c1)NCc1cccs1,-1,8,106,4,nt,101,-2,1,nt
CC1(C)CC(=O)C/C(=N/NC(=O)C2CCN(S(=O)(=O)c3cccs3)CC2)C1,1,4,98,4,-1.9,106,22,1,-5
CC(=O)c1cccc(N2C(=O)Nc3ccccc3N2O)c1,4,-1,107,0,-0.4,101,-7,0,0
COc1ccc(/C=C/C(=O)c2ccc[nH]2)cc1OC,-5,2,99,2,-1.0,103,-16,0,0
CC(C)c1nc(SCC(=O)Nc2cccc3ccccc23)n[nH]1,nt,2,101,nt,nt,98,-10,0,nt
O=S(=O)(NC1CCCC1)c1ccc(Br)s1,5,-2,98,-3,-0.1,89,-6,1,4
O=C(COc1cccc(-n2cnnn2)c1)NCCC1=CCCCC1,-2,9,79,-5,1.6,99,1,0,-1
CC1CCN(CCOCCOc2ccccc2Br)CC1,5,5,104,6,0.9,101,13,95*,-5
O=C(COC(=O)CC1CCCC1)Nc1cccc(F)c1,-2,1,97,-1,nt,96,18,1,nt
CCc1ccccc1NC(=O)NCc1ccc2c(c1)OCO2,12,2,84,6,-3.7,83,-13,0,-2
COc1ccc(N2CCN(C(=O)C3(C)CC3(Cl)Cl)CC2)cc1 (centres undefined),6,7,110,5,1.4,106,5,0,2
O=c1nc2n(c3ncccc13)CCCCC2,-3,5,104,-2,1.7,101,4,0,3
CC(CC#CCN1CCOCC1)OCCC#N (centres undefined),-5,0,101,8,3.0,99,-5,0,13
C/C=C(\C)CN1CCN(c2ccccc2F)CC1,0,2,96,3,-0.7,90,7,0,-1
CCOC(=O)COc1cc(N2C(=O)CSCC2=O)c(Cl)cc1Cl,-5,4,102,-5,1.2,103,10,13,0
N=C1SCC(=O)N1c1ccc(Cl)cc1,4,5,65,0,-3.6,123,-1,11,-1
CCC1(c2ccccc2)NC(=O)N(CC(=O)Nc2ccc(N3CCOCC3)cc2)C1=O (centres undefined),nt,3,97,nt,nt,102,23,0,nt
COc1ccc(N(CC(=O)Nc2cccc(C(C)=O)c2)S(=O)(=O)c2ccc(NC(C)=O)cc2)cc1,nt,nt,100,nt,-3.1,109,3,1,nt
COc1ccc(CCc2nnc(CCC(=O)N(C)Cc3ccnc4ccccc34)o2)cc1,0,2,104,3,-0.7,103,1,0,2
CCOc1ccc(NC(=O)CSc2ccc3nnc(-c4cccnc4)n3n2)cc1,6,0,106,5,1.0,108,12,41*,0
COc1ccc(CN2CCN(C(=O)C3CCC(CNS(=O)(=O)c4ccc(C)cc4)CC3)CC2)c(OC)c1OC (centres undefined),4,0,86,0,4.5,99,30,2,-4
CCOc1ccccc1-n1c(SCC(=O)Nc2nccs2)nnc1-c1ccoc1C,4,-1,91,0,-0.8,94,12,0,0
Cc1cc(C(=O)COC(=O)C2=NNC(=O)CC2)c(C)n1-c1ccccc1,7,7,102,4,0.9,nt,0,1,0
Cc1nc2sc(C(c3ccco3)N3CCC(Cc4ccccc4)CC3)c(O)n2n1 (centres undefined),10,-3,96,0,-9.5,99,-7,1,0
S=c1[nH]c2ccccc2n1Cc1ccccc1,-14,9,103,-28,-2.4,105,8,2,2
O=C1NCCC/C1=N/Nc1ccc(F)cc1,5,5,107,12,1.0,102,4,2,-1
CCN1C(=O)[C@H]2[C@@H](c3ccc(-c4ccc(F)cc4)c(OC)c3)N3CCC[C@@]3(C(=O)OC)[C@H]2C1=O,-3,3,95,2,3.2,99,-6,2,3
O=C(CSCCO)Nc1nccs1,-15,-4,?,-3,0.1,?,32,0,-2
CCN(Cc1nc(-c2cccc(Cl)c2)no1)CC1CCCO1 (centres undefined),5,-7,nt,2,0.7,101,0,0,4
Cc1cc(OCc2cc(C(=O)N3CCC(Oc4cccnc4)CC3)no2)cc(C)c1Cl,5,5,96,2,0.7,86,2,0,-1
CCOC(=O)C1=C(COC(=O)COc2ccccc2OCC)NC(=O)NC1C (centres undefined),-3,9,104,-1,-2.9,110,-10,1,-1
CCN1CCc2nc3ccccc3c(C(=O)Nc3ccc(NC(C)=O)cc3)c2C1,1,1,122,-2,-2.1,111,15,3,0
CC1CCc2c(C(=O)NCCN3CCOCC3)csc2C1 (centres undefined),-1,-1,90,-4,0.5,99,1,1,1
CCC(C)c1ccc(NC(=S)NCc2cccnc2)cc1 (centres undefined),7,5,102,4,2.7,97,-4,0,-1
CC(=O)Nc1ccc(NC(=O)CNC(=O)c2cccc(C)c2)cc1,1,1,98,1,-0.3,102,10,2,2
O=S(=O)(NCc1ccc2c(c1)OCO2)c1ccc(Cl)s1,-1,6,89,0,0.1,94,3,0,-3
COC(=O)c1cc(S(=O)(=O)N2CCN(C3CCCCC3)CC2)c[nH]1,5,-2,101,2,0.2,103,6,8,0
COc1ccc(N2C(=O)N3[C@@H]4c5ccccc5OC[C@@H]4[C@@H](c4ccccc4)[C@@]3(C)C2=O)cc1,nt,-3,88,nt,nt,99,11,1,nt
CCOc1ccc(CN2CCCC(CNC(=O)c3ccc(F)cc3)C2)cc1CO (centres undefined),7,5,106,0,-0.6,105,-3,0,-2
FC(F)(F)c1cc(-c2ccco2)nc(NCc2cccs2)n1,-9,5,104,-3,-4.0,98,-10,0,3
CCN(CCCNC(=O)C1CCN(S(=O)(=O)N2CCOCC2)CC1)c1cccc(C)c1,6,-4,106,4,0.2,102,4,4,1
Cn1c(C(=O)NCc2cccnc2)cc2sccc21,9,3,102,6,-2.4,100,-9,0,-1
CC1CN(C(=O)CCn2c(=O)oc3ccccc32)CC(C)O1 (centres undefined),-5,5,104,3,-2.6,102,25,0,5
COc1ccc2cc(C(=O)/C=C/c3cc(OC)c(OC)c(OC)c3)ccc2c1,3,9,99,0,-1.6,100,-5,6,-13
CCCCN(CCCNC(=O)C1CCN(S(=O)(=O)N2CCOCC2)CC1)c1ccccc1,2,-3,105,-2,2.8,103,-4,0,-4
COc1cc(-c2ccccc2)nc(N)n1,-1,6,102,-2,1.9,102,16,0,-3
CCOc1ccc2nc(NC(=O)CN3CCOCC3)sc2c1,2,-5,89,1,3.0,99,2,5,-8
COc1cccc(NC(=O)CN2C(=O)NC(CCc3ccccc3)C2=O)c1 (centres undefined),0,1,91,2,nt,86,14,7,nt
CC(OC(=O)Cn1cnc2c1c(=O)n(C)c(=O)n2C)C(=O)NC(C)c1ccc(Cl)cc1Cl (centres undefined),9,5,95,1,-5.3,102,0,2,3
NS(=O)(=O)c1ccc(NC(=O)CSc2nc3c(c(=O)[nH]2)CCCC3)cc1,-4,3,97,2,-1.0,97,-1,5,4
CN(C)CCNC(=O)c1cc2c(s1)-c1ccccc1OC2,3,0,98,3,0.0,96,-11,0,-1
CC(C)CNC(=S)NC1CC2CCC(C1)N2Cc1ccccc1 (centres undefined),-8,-3,63,-1,-0.2,71,10,0,0
CCOc1ccc(NC(=S)N2CCn3c(nc4ccccc43)C2)cc1,10,1,100,5,0.7,103,-8,0,1
COc1ccc(OCC#CCNC(C)(C)C)cc1,6,1,88,1,1.4,98,2,0,1
CCOC(=O)c1cc(C(=O)OCC)cc(-n2cc(O)c(C(=O)OCC)n2)c1,-7,-1,97,-2,0.1,92,-7,0,-4
# The list continues.
SMILES,MCL1 BIM primary,GLD-1 RNA inh,CIT2 TOR yeast,Bcl-xL primary,MEX-5 binding,AGP1 TOR yeast,VLA-4 inh,GRK2 aptamer HTS,Fam108B counter
CCC(=O)Nc1ccc(C(=O)NNC(=O)COc2cccc(C)c2)cc1,-6,7,109,-6,0.9,111,9,3,-7
Cc1cc(NC(=O)CN2CCN(Cc3ccccc3)CC2)nc2c1c(=O)oc1ccccc12,4,0,89,5,-3.7,105,10,0,-4
CC(c1ccco1)N(C(=O)Nc1ccccc1)C1CCCCC1 (centres undefined),-5,-5,93,3,-0.4,96,-3,4,0
CCc1nnc(NS(=O)(=O)c2ccc(NC(=O)COc3ccc(Cl)c(C)c3)cc2)s1,0,-3,101,0,-0.8,99,12,3,-7
COc1ccc(-c2cn3ccc(C)cc3n2)cc1,2,1,100,3,-0.2,102,-20,3,3
COc1cc(OC)c(OC)cc1CN1CCN(Cc2ccc(C(F)(F)F)cc2)CC1,14,-2,98,7,1.1,121,-4,0,-4
CCc1ccc(C(=O)C(C)OC(=O)CNS(=O)(=O)c2ccc(C)cc2)cc1 (centres undefined),-4,1,104,5,0.1,106,0,3,-1
CN(C)c1ccc(C(C(=O)NCC2CCCO2)N(Cc2ccco2)C(=O)c2snc(C(N)=O)c2N)cc1 (centres undefined),-6,0,115,-1,0.6,111,-1,1,1
COCCCNC(=O)c1ccccc1Oc1ccccc1,-5,0,102,12,-1.3,96,6,2,-1
Cc1cccc(NC(=O)CCN2C(=O)c3ccccc3C2=O)n1,0,1,92,0,0.8,91,22,0,-3
O=C(NC1(C(F)(F)F)N=C2SCCN2C1=O)c1ccco1 (centres undefined),-5,-4,88,0,-0.6,103,8,3,2
COc1ccc(Cl)cc1NC(=O)CNC(c1ccccc1)c1ccccc1,-5,5,94,2,0.2,98,5,1,-7
COCCOc1cc(NC(=O)c2cccc(OC)c2)c(Cl)cc1Cl,-2,7,100,-1,-0.3,96,3,1,0
Cn1ncc(Cl)c1C(=O)N1CCOCC1,-3,8,78,1,0.7,75,48,1,1
NS(=O)(=O)c1ccc(CCNC(=O)CNC(=O)c2ccc(Oc3ccccc3)cc2)cc1,-5,-3,88,-3,1.8,97,11,0,0
CCS(=O)(=O)N1CCCC(c2nc(-c3cccc(OC)c3)no2)C1 (centres undefined),10,3,95,3,1.8,90,10,0,-5
O=C(COC(=O)c1ccc(O)cc1)NC1CCCC1,2,0,106,1,-0.9,100,6,1,3
O=C(COC(=O)CNC(=O)c1ccccc1F)NCCNC(=O)COC(=O)CNC(=O)c1ccccc1F,-5,1,87,-6,2.3,92,1,0,0
O=C(CSc1n[nH]c(-c2ccccc2)n1)NC(=O)NCc1ccco1,8,-1,112,3,-4.1,111,7,3,-4
O=C(CSc1ccc(F)cc1)NCCSc1ccccc1,3,3,82,6,0.5,nt,3,1,-3
